NOD1 NF-kB reporter: NOD1 signaling inhibitors, primary screen, cell-based, luminescence, uHTS (AID 1578). inhibition, % at 4 µM; hits with a dose series show EC50 in µM. 290,000 compounds, 1% hits. NOD1-driven NF-kB luciferase reporter cells, luminescence; higher % means a stronger effect; in the data active = inhibition mostly above about 36%, no sharp cut-off; inactive = mostly below about 34%;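 note: HEK-293T reporter cells stimulated with the NOD1 agonist gamma-tri-DAP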
HEK293 NOD2/NF-kB: NOD2 signaling inhibitors, cell-based, luminescence, uHTS, HEK293 (AID 1566) | HEK293 NOD2/NF-kB luciferase reporter, luminescence; higher % means a stronger effect | inhibition, % at 4 µM, or EC50 in µM where a hit was titrated | 290,000 compounds, 0.63% hits; note: many of its hits are not listed in these tables
Myeloid diff 2: induction of myeloid progenitor differentiation, primary screen, cell-based, flow cytometry, MLPCN library; 360,000 compounds, 1% hits; calls only at 10 µM; AID 624256, 2012; ER-HoxA9 myeloid progenitors, lysozyme-GFP differentiation;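 active = normalized GFP-positive differentiation at or above the plate's own cutoff, the solvent-only control mean plus 3 SD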;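 note: cells exposed to compound for four days before flow analysis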
Salmonella PhoP GFP: inhibitors of PhoP regulon expression, primary screen, Salmonella Typhimurium, GFP reporter (AID 1863); S. Typhimurium PhoP-regulated promoter GFP reporter, 4 h; higher % means a stronger effect; inhibition, % at 50 µM, or IC50 in µM where a hit was titrated; 300,000 compounds, 0.16% hits;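 active = inhibition over 29.93%, a cutoff 3 SD above the screen mean, later confirmed by dose response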;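 note: 0% = low Mg2+ inducing control and 100% = high Mg2+ repressing control; strong numbers were not always called active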
KOR beta-arrestin-1: KOR antagonists, beta-arrestin recruitment, cell-based, luminescence, uHTS (AID 1778); Kappa-type opioid receptor (Homo sapiens); KOR beta-arrestin recruitment, luminescence, antagonist mode; higher % means a stronger effect; one-dose inhibition, % at 10 µM; IC50 in µM for titrated hits; 290,000 compounds, 0.091% hits; note: strong numbers were not always called active
HIV fusion peptide: inhibitors of HIV fusion peptide binding, primary screen, biochemical, uHTS, fluorescence dequenching (AID 1986) | cell-free peptide binding, fluorescence dequenching, 30 min; higher % means a stronger effect | inhibition, % at 20 µM, or IC50 in µM where a hit was titrated | 290,000 compounds, 0.3% hits; in the data active = inhibition mostly above about 52%, no sharp cut-off; inactive = mostly below about 76%; note: some results filed as inactive read as strong as hits
KOR beta-arrestin-2: KOR agonists, beta-arrestin recruitment, primary screen, cell-based, luminescence, uHTS (AID 1777). Kappa-type opioid receptor (Homo sapiens). KOR beta-arrestin recruitment, luminescence; higher % means a stronger effect. one-dose activation, % at 10 µM; EC50 in µM for titrated hits. 280,000 compounds, 0.02% hits; in the data active = activation above about 50%, passing the limit was not always enough; note: a part of the inactive calls stands beside numbers as strong as those of hits
LYP inhibition: inhibitors of LYP phosphatase, biochemical, fluorescence intensity, uHTS (AID 1779). Tyrosine-protein phosphatase non-receptor type 22 (Homo sapiens). recombinant LYP phosphatase, fluorescence intensity; higher % means a stronger effect. one-dose inhibition, % at 11.5 µM; IC50 in µM for titrated hits. 290,000 compounds, 0.054% hits;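 note: plate controls were vehicle with enzyme for no effect and no enzyme for full effect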
Siah-1 displacement: Siah-1 peptide-binding antagonists, primary screen, biochemical, fluorescence polarization, rhodamine-plectin, uHTS (AID 1817); Siah-1 / rhodamine-plectin peptide fluorescence polarization; higher % means a stronger effect; 290,000 compounds, 0.02% hits; one-dose displacement, % at 20 µM; IC50 in µM for titrated hits;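 active = displacement of at least 50% at 20 µM, with a fluorescence ratio check between 0.3 and a set limit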;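 note: plate controls were Siah plus tracer with DMSO for no effect and tracer alone without Siah for full effect; strong numbers were not always called active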
Myeloid diff 2 GFP+ MAC1+ %: second read-out of Myeloid diff 2, no call of its own (marks repeat the call); GFP+ MAC1+ double positive, %; measured here: differentiation confirmed by MAC1 staining
* = called active by the depositor; i = inactive; · = no result given; [ ] = remark or other dose. Cut-off read from the data, not from the text of the source, unless noted: active = inhibition above about 50%; inactive = the rest. Some of the compounds tested. The share of hits here may be higher or lower than overall.

Each structure is followed by: HEK293 NOD2/NF-kB, Siah-1 displacement, Salmonella PhoP GFP, KOR beta-arrestin-1, KOR beta-arrestin-2, NOD1 NF-kB reporter, LYP inhibition, Myeloid diff 2, HIV fusion peptide, Myeloid diff 2 GFP+ MAC1+ %
1	O=C(CCS(=O)(=O)Cc1ccccc1)N1CCN(c2ccccc2)CC1
→ -22%, -1%, -6%, 21%, 10%, 11%, 0%, i, -0.7%, 1.6
2	COc1ccc(/C=C/C(=O)OC(C)CN2CCOCC2)cc1 (stereo not drawn)
→ 4%, 3%, 3%, 6%, 2.5%, -23%, -4%, i, 15%, 0.6
3	CCC(C)(C)NC(=O)C(c1ccc(OC)cc1)N(C(=O)CCC(=O)Nc1cc(C)on1)c1cc(OC)ccc1OC (stereo not drawn)
→ -11%, 7%, 3%, 0%, -4.8%, -17%, -3%, i, 1.0%, 3.3
4	CCOC(=O)c1cn(-c2ccc(F)c(F)c2F)c2c(F)c(F)c(F)cc2c1=O
→ 6%, 4%, -15%, -27%, -6.4%, 8%, -7%, i, 1.4%, 1.5
5	O=C(c1cc2nc(-c3ccco3)cc(C(F)(F)F)n2n1)N1CCN(Cc2ccccc2)CC1
→ 21%, -1%, 5%, 1%, ·, 3%, 5%, i, 4.4%, 3.5
6	O=C(c1ccc(Cl)s1)N1CCN(c2ccccc2)CC1
→ -20%, -3%, -6%, -7%, 9.6%, 16%, -8%, i, 0.1%, 3.4
7	Cc1ccc(S(=O)(=O)NCC(=O)N(CCc2ccccc2)CC(=O)NCc2ccco2)cc1
→ 9%, 6%, -9%, 12%, -3.5%, -3%, -5%, i, -1.2%, 1.1
8	CN(C)CCCNC(=O)CCC1CCCCC1
→ 8%, 3%, 6%, 10%, 1.4%, ·, -8%, i, 1.2%, 1.0
9	COc1ccc(N2C3=C(CC4=C2CC(C)(C)CC4=O)C(=O)CC(C)(C)C3)cc1
→ -8%, 4%, -1%, -6%, 2.0%, -11%, 6%, i, -0.5%, 1.0
10	NC(=O)C1=C[C@@H](c2ccc(Br)cc2)C[C@@H](OCc2ccc(CO)cc2)O1
→ 8%, 6%, -1%, -5%, -8.5%, -33%, -5%, i, -1.2%, 1.9
11	CCN=C1S/C(=C\c2cc(Br)c(O)c(OC)c2)C(=O)N1CC
→ 6%, 4%, -4%, -8%[20 µM], -7.8%, -9%, -1%, i, 3.6%, 0.8
12	COCCn1c(=N)c(S(=O)(=O)c2ccc(F)cc2)cc2c(=O)n3cccc(C)c3nc21
→ 15%, 6%, -5%, -2%, -2.8%, -13%, -26%, i, -1.7%, 0.8
13	CN(CCC1CCCCO1)Cc1cn(C)nc1-c1ccc2c(c1)OCCO2 (stereo not drawn)
→ 19%, 17%, -2%, -10%, 1.1%, -36%, -4%, i, -0.5%, 0.1
14	CCCCCn1c(=O)c(C(=O)c2ccccc2)nc2ccccc21
→ 21%, 1%, 10%, -6%, 3.2%, 10%, 10%, i, -0.7%, 1.0
15	Cc1[nH]c2ccccc2c1/C=N/NC(=O)c1cc(C(C)(C)C)[nH]n1
→ 8%, -6%, -6%, -16%, 8.6%, -13%, -4%, i, 0.1%, 0.5
16	CCOC(=O)c1cc2c(=O)n3ccccc3nc2n(CC(C)C)c1=NC(=O)c1c(-c2c(F)cccc2Cl)noc1C
→ -47%, -6%, -6%, -15%, 0.1%, 31%, 0%, i, 12%, 0.8
17	CCOC(=O)C1CCN(C(=O)C2COc3ccccc3O2)CC1 (stereo not drawn)
→ -12%, -1%, 10%, -7%, -1.3%, -20%, -7%, ·, 0.2%, ·
18	CC(C)CCNC(=O)NC(=O)COC(=O)CNC(=O)C1CCCCC1
→ 1%, -3%, -1%, -63%, 6.2%, -8%, 0%, i, 0.1%, 0.3
19	Cn1c(Cn2nnc3ccccc32)nnc1SCC(=O)N1CCc2ccccc21
→ 3%, -3%, 1%, -1%, -4.0%, 4%, -6%, i, 0.5%, 1.0
20	CCOc1ccc(NC(=O)NNC(=O)C2CCC(C(C)(C)C)CC2)cc1 (stereo not drawn)
→ 6%, -2%, -8%, 20%, -1.8%, -22%, -10%, i, 0.6%, 0.2
21	CCOC(=O)c1ccccc1NC(=O)c1ccc(F)cc1
→ -4%, 1%, 4%, 9%, -2.4%, -29%, 4%, i, 2.9%, 8.3
22	S=C(Nc1ccccc1Oc1ccccc1)NC1CCCC1
→ -23%, -2%, -3%, 15%, 0.4%, 0%, 2%, i, -1.6%, 0.8
23	S=C(Nc1ccccc1)NC1CCN(Cc2ccccc2)CC1
→ -10%, 1%, ·, -14%[20 µM], ·, -40%, 3%, i, -0.3%, 0.2
24	CC(C)=CC(=O)N1CCCC(N2CCN(c3ccccc3C)CC2)C1 (stereo not drawn)
→ -17%, 6%, -6%, 8%, -2.9%, -29%, -9%, i, -0.9%, 0.3
25	C=CCN1C(=O)/C(=C\c2ccc(Oc3nc(N4CCOCC4)nc(N4CCOCC4)n3)c(OC)c2)SC1=S
→ 12%, -3%, 0%, 21%, 3.2%, -18%, -1%, i, 1.4%, 0.0
26	CC(C)OCCCNC(=O)c1c(N)n(/N=C/c2ccccn2)c2nc3ccccc3nc12
→ 7%, -1%, -4%, -30%, 7.9%, -3%, 7%, i, 1.5%, 0.5
27	O=C(COc1c(Cl)cccc1Cl)Nc1ccccc1N1CCCC1
→ 15%, 0%, 4%, -21%, 7.8%, 5%, -7%, i, 2.8%, 5.1
28	Cc1[nH]nc2c1C(c1ccc(F)cc1)C(C#N)=C(N)O2 (stereo not drawn)
→ 6%, -2%, 0%, 44%, 0.4%, 20%, -3%, i, -0.9%, 0.7
29	c1nc(N2CCN(Cc3ccc4c(c3)OCO4)CC2)c2[nH]cnc2n1
→ 11%, -4%, 12%, -28%, -0.3%, -8%, -4%, i, 3.6%, 3.2
30	CC1CN(Cc2cc(=O)n3ccsc3n2)CC(C)O1 (stereo not drawn)
→ -3%, 2%, 11%, -33%, 4.5%, 1%, -14%, i, -0.1%, 0.2
31	COc1ccc(C2(C(=O)Nc3nncs3)CCCC2)cc1
→ 3%, 3%, 13%, -23%, 0.3%, 10%, -9%, i, 0.6%, 2.3
32	Cc1nonc1CC(=O)N1CCCC(C(=O)c2ccc(Cl)cc2)C1 (stereo not drawn)
→ -2%, 15%, 3%, 9%, -1.4%, -25%, -6%, i, 0.8%, 0.4
33	CC(=O)NC1(C(F)(F)F)NC(=O)N(CCc2ccccc2)C1=O (stereo not drawn)
→ 10%, 1%, ·, 45%, -5.6%, -2%, -3%, i, -1.6%, 0.2
34	Cc1ccccc1NC(=S)N(Cc1ccccn1)Cc1ccccc1Cl
→ -13%, 0%, 7%, 20%, 1.7%, -9%, 1%, i, -1.5%, 0.5
35	CCc1ccc(N2CC(C(=O)Nc3ccc(C)c(S(=O)(=O)N4CCOCC4)c3)CC2=O)cc1 (stereo not drawn)
→ 7%, -4%, 6%, -10%, -0.9%, 3%, 3%, i, 0.5%, 0.7
36	COc1cc(NC(C)=O)ccc1-c1cc2ccccc2oc1=O
→ -3%, -4%, 3%, -72%[20 µM], ·, 35%, 0%, i, -1.7%, 0.2
37	CCNC(=S)Nc1ccc(OC(F)(F)F)cc1
→ 4%, 4%, 2%, 17%[20 µM], 0.4%, -23%, -4%, i, 0.0%, 0.5
38	Cc1c(-c2nc(N)nc(Nc3ccc(F)cc3)n2)oc2ccccc12
→ -67%, 1%, -1%, -4%, 0.3%, -44%, 2%, i, -0.8%, 0.2
39	CCc1nnc(NC(=O)c2ccc3nc(CC)c(CC)nc3c2)s1
→ -15%, 2%, -5%, -4%, 0.3%, -46%, 0%, i, 1.4%, 0.2
40	CCNc1nc(NCC)nc(N/N=C(\C)c2ccc(OC)cc2)n1
→ 9%, -2%, 0%, 16%, 2.3%, -25%, 3%, i, 1.6%, 0.3
41	Cc1ccc(/C=N/NC(=O)c2cccc(S(=O)(=O)N3CCOCC3)c2)o1
→ 13%, -3%, 9%, -30%, 2.9%, -46%, 4%, i, -2.3%, 0.8
42	O=C(CSc1nc2ncc(Cl)cc2[nH]1)c1ccc2c(c1)OCO2
→ -22%, 18%, 2%, 11%, 0.8%, -13%, -5%, i, -2.0%, 0.1
43	C=CCNC(=O)CSc1ccc(Cl)cc1
→ 9%, 2%, 7%, 4%, -5.0%, -24%, -3%, i, 2.6%, 0.9
44	Nc1[nH]ncc1C(=O)Nc1cccc(C(F)(F)F)c1
→ 23%, 9%, 9%, 20%, -0.9%, 0%, -2%, i, -4.2%, 0.7
45	O=C(NCCN1CCOCC1)c1cc(Cl)ccc1[N+](=O)[O-]
→ 20%, 12%, -11%, 11%, -3.1%, 2%, 2%, ·, -0.6%, ·
46	Nc1nc(Cl)cc(-c2ccccc2)n1
→ 14%, 3%, 0%, -1%, -3.9%, -18%, -1%, i, -1.6%, 0.4
47	O=C(C1=NNCC1c1ccccc1)C1CO1 (stereo not drawn)
→ 10%, -6%, 17%, 7%, 3.0%, -5%, -9%, i, -1.2%, 0.3
48	Cc1c(NC(=O)CSc2cccc3cccnc23)c(=O)n(-c2ccccc2)n1C
→ -16%, 8%, 12%, 37%, -4.1%, 0%, -4%, i, 1.2%, 1.4
49	Cc1cc(C)cc(OC(=O)CN2C(=O)c3ccccc3C2=O)c1
→ 0%, 1%, -1%, -48%[20 µM], -5.1%, -21%, -3%, i, 0.7%, 0.4
50	CCOC(=O)c1sc2nc(C)nc(Nc3ccc(OC)cc3)c2c1C
→ 30%, 2%, 2%, -7%, -1.0%, 9%, -5%, i, 2.7%, 0.1
51	CN(CCN1CCc2ccccc2C1)Cc1nc(Cc2ccccc2F)no1
→ -21%, 14%, 12%, -37%, -5.1%, -28%, -8%, i, 1.1%, 0.2
52	Oc1cc2ccccc2cc1-c1n[nH]c(=S)n1Cc1ccco1
→ 0%, -4%, -4%, 7%, -0.5%, -12%, -2%, i, 16%, 0.1

No new results follow: entries from further up.
Each structure is followed by: HEK293 NOD2/NF-kB, Siah-1 displacement, Salmonella PhoP GFP, KOR beta-arrestin-1, KOR beta-arrestin-2, NOD1 NF-kB reporter, LYP inhibition, Myeloid diff 2, HIV fusion peptide, Myeloid diff 2 GFP+ MAC1+ %
49	Cc1cc(C)cc(OC(=O)CN2C(=O)c3ccccc3C2=O)c1
→ 0%, 1%, -1%, -48%[20 µM], -5.1%, -21%, -3%, i, 0.7%, 0.4
50	CCOC(=O)c1sc2nc(C)nc(Nc3ccc(OC)cc3)c2c1C
→ 30%, 2%, 2%, -7%, -1.0%, 9%, -5%, i, 2.7%, 0.1
51	CN(CCN1CCc2ccccc2C1)Cc1nc(Cc2ccccc2F)no1
→ -21%, 14%, 12%, -37%, -5.1%, -28%, -8%, i, 1.1%, 0.2
52	Oc1cc2ccccc2cc1-c1n[nH]c(=S)n1Cc1ccco1
→ 0%, -4%, -4%, 7%, -0.5%, -12%, -2%, i, 16%, 0.1

Bioassay records: PubChem, several laboratories
